From PubChem BioAssay
All columns: NCI-60 one-dose screen, growth in % after 48 h at 10 µM unless noted; 100 = growth as untreated, 0 = no growth, -100 = all killed.
MDA-MB-231: MDA-MB-231 breast cancer. 81,000 tested, 5% active. AID 1794789
MDA-MB-468: MDA-MB-468 breast cancer; 78,000 tested, 8.5% active; AID 2202374
T-47D: T-47D breast cancer. 79,000 tested, 5% active. AID 1794792
MALME-3M: MALME-3M melanoma; 78,000 tested, 5.8% active; AID 1794766
LOX IMVI: LOX IMVI melanoma | 79,000 tested, 7.4% active
HS 578T: HS 578T breast cancer. AID 1794788. 78,000 tested, 4.1% active
MCF7: MCF7 breast cancer | 82,000 tested, 6.3% active
BT-549: BT-549 breast cancer; 78,000 tested, 4.4% active; AID 1794793
The depositor's hits bear a star; . = not tested or not shown. Rule for the calls: active = growth percent below 10; inactive = the rest.

Below each SMILES – MDA-MB-231	MDA-MB-468	T-47D	MALME-3M	LOX IMVI	HS 578T	MCF7	BT-549
> O=C(c1cnn2c1NC(c1ccc(F)cc1)C2)N1CCCCC1 (stereo unspecified)
    106	107	.	98	103	100	93	110
> CCCC(=O)Nc1c(I)cc(I)c(CC(CC)C(=O)O)c1I (stereo unspecified)
    110	101	99	102	102	.	102	108
> CCCCSSCCCC
    112	110	109	116	107	102	102	108
> S=C1Nc2ccccc2C1(C1=CNC2C=CC=CC12)C1=CNC2C=CC=CC12 (stereo unspecified)
    97	115	100	94	92	92	103	96
> c1ccc2c(c1)ccc1c(-c3ccncc3)n[nH]c12
    76	43	64	84	97	81	33	.
> COc1ccc(C(=O)c2cc(C(=O)/C=C/c3ccc(Br)cc3)c3cc(C)ccn23)cc1
    102	92	94	103	94	100	94	103
> O=C(/C=C/c1ccc(F)cc1)c1c(O)c2ccccc2oc1=O
    104	85	93	96	.	95	81	119
> COc1cc(OC)cc(Oc2nccc(-c3cn(CC(N)=O)nc3-c3cc(C)cc(OC)c3)n2)c1
    92	93	80	83	88	101	107	95
> Cc1ccc(CN2C(=O)C3(NCCc4cc(O)ccc43)c3ccccc32)cc1 (stereo unspecified)
    74	106	83	93	97	100	113	99
> O=C(c1ccccc1)c1cccs1
    101	105	98	103	105	107	94	103

Part of the list above, as labelled records.
> S=C1Nc2ccccc2C1(C1=CNC2C=CC=CC12)C1=CNC2C=CC=CC12 (stereo unspecified)
  MDA-MB-231: 97 | MDA-MB-468: 115 | T-47D: 100 | MALME-3M: 94 | LOX IMVI: 92 | HS 578T: 92 | MCF7: 103 | BT-549: 96
> c1ccc2c(c1)ccc1c(-c3ccncc3)n[nH]c12
  MDA-MB-231: 76 | MDA-MB-468: 43 | T-47D: 64 | MALME-3M: 84 | LOX IMVI: 97 | HS 578T: 81 | MCF7: 33 | BT-549: .

Later entries.
Below each SMILES – MDA-MB-231	MDA-MB-468	T-47D	MALME-3M	LOX IMVI	HS 578T	MCF7	BT-549
> Nc1nc2c(N=Nc3ccc(Br)cc3)c(N)nn2c(-c2ccc(Cl)cc2)c1-c1nc2ccccc2s1
    96	82	88	95	97	90	97	96
> C=C1CC[C@@H]2[C@](C)(COC(C)=O)[C@H](OC(C)=O)CC[C@@]2(C)[C@@H]1CC(Nc1ccc(S(=O)(=O)Nc2ccc(Cl)nn2)cc1)C1=CCOC1=O (stereo partly specified)
    24	-32*	34	55	-85*	76	17	-9.5*
> C[C@@H](NC(=O)[C@@H](CC(=O)N1CCC(N2CCCCC2)CC1)N1C(=O)[C@@H](N2C(=O)OC[C@@H]2c2ccccc2)[C@H]1/C=C/c1ccccc1)c1ccccc1
    71	74	78	108	92	71	81	.
> CCOC(=O)c1cc(-c2ccc(OC)cc2)nc2ccccc12
    103	113	79	115	96	88	94	78
> O=C(Nc1ccccc1)OCC1OCOC(COC(=O)Nc2ccccc2)C1OC(=O)Nc1ccccc1 (stereo unspecified)
    .	-1.5*	.	72	30	68	16	93
> O=C1/C(=C/c2ccc(Cl)cc2)N=C(c2ccccc2)N1CCc1cccs1
    65	72	98	65	30	68	16	60
> COc1ccc(Cn2cc3c(c2-c2cc(OC)c(OC)c(OC)c2)CCc2cnoc2-3)cc1[N+](=O)[O-]
    26	-1.7*	40	.	40	3.1*	27	52
> CCOC(=O)C1=C(CSc2nc3ccccc3[nH]2)N(C)C(=O)NC1c1ccccc1 (stereo unspecified)
    104	99	104	103	90	99	86	87
> C=CCOCC(O)CN(CCCC)CCCC (stereo unspecified)
    101	.	122	106	101	127	96	100
> O=C1/C(=C/c2cc(Cl)cc(Cl)c2)Cc2c(F)cc(Br)cc21
    99	124	92	98	100	105	79	121
> CN(C)c1ccc(/C=C(\C#N)c2cc3ccccc3[nH]2)cc1
    32	-3.1*	36	64	28	1.2*	20	42
> CN(C)N=Nc1ccc(C(=O)O)cc1
    101	102	104	86	93	102	95	.
> Cc1ccccc1-n1c(C)nc2ccc(NC(=O)NCCCl)cc2c1=O
    96	103	102	111	100	105	97	96
> CSCCC(NC(=O)c1c(Cl)ccc(Cl)c1Cl)C(=O)O (stereo unspecified)
    119	97	103	93	97	101	92	96
> COc1ccc(C(=O)c2ccccc2OC)cc1
    91	88	101	105	96	101	103	104
> COc1ccc2c(c1)C=C1CCCCC3=Cc4cc(OC)ccc4OC13O2
    114	97	110	104	98	110	97	106
> CCOC(=O)NCn1c(=O)[nH]c2ccccc2c1=O
    91	74	76	93	89	91	82	82
> COc1nc(OC)nc(-c2cc(-c3ccc(OC)c(F)c3)no2)n1
    101	124	106	107	107	97	97	111
> COc1cc(OC)cc(C(=O)C[n+]2cccc3c4ccccc4ccc32)c1
    73	40	64	92	83	88	70	96
> C=C(C)[C@@H]1CC[C@]2(C(=O)NCCCCNC(=O)C(Cl)Cl)CC[C@]3(C)[C@H](CC[C@@H]4[C@@]5(C)CC[C@H](OC(C)=O)C(C)(C)[C@@H]5CC[C@]43C)[C@@H]12
    78	66	57	88	68	90	53	79
> c1cc2ccc3cc2cc1CNCCNCCNCc1ccc2ccc(cc2c1)CNCCNCCNC3
    102	96	99	95	97	71	85	101
> COc1ccc([C@H]2c3[nH]c4ccccc4c3C[C@H]3C(=O)N(CCCCCCC(=O)NO)CC(=O)N23)cc1
    45	.	7.6*	-4.0*	13	48	30	62
> Cc1c(C(N)=O)sc2nc(SCC(=O)N3NC(=O)C(Cc4ccccc4)C3=O)n(Cc3ccccc3)c(=O)c12 (stereo unspecified)
    97	99	.	109	99	108	103	.
> CC(C)C[C@H](NC(=O)Cn1ccc2ncccc2c1=O)B(O)O
    127	.	109	99	103	99	96	110
> CCOC(=O)CC(C)(C)CC(=O)C1CNC2=C(C1)C(=O)CC(C)(C)C2 (stereo unspecified)
    107	91	99	91	95	101	93	95
> CC(C)CCSc1nc(NNC(N)=S)c(C#N)c(-c2ccccc2)n1
    87	99	67	103	91	85	89	82
> CCOc1cc(C)c(C#N)c(=O)n1Nc1nc2ccccc2[nH]c1=O
    101	113	87	105	103	104	97	111
> CCCCC(=O)N1C(=O)c2ccccc2S1(=O)=O
    108	111	111	97	96	92	96	96
> Cc1ccc(-c2csc(NC(=O)c3cc(-c4ccc(Br)cc4)nc4ccc(Cl)cc34)n2)cc1
    79	91	66	101	95	98	68	102
> O=C(Nc1ccc(Br)cc1F)c1cc(Cl)ccc1O
    -28*	-15*	-13*	-35*	1.7*	7.7*	0.4*	.
> COc1ccc2[nH]c3c(c(=O)c2c1)CCCC3
    101	94	94	100	96	114	96	100
> Nc1ccn(C2O[C@H](CO)[C@@H](O)[C@H]2O)c(=O)n1 (stereo partly specified)
    83	97	99	109	76	106	63	111
> COc1ccc(/C(=C\c2cc(OC)c(OC)c(OC)c2)C(=O)N2CCN(c3ccccc3)CC2)cc1O
    95	97	87	104	94	88	93	103
> O=C(O)CSC1(SCC(=O)O)CCCCC1
    108	108	97	115	103	107	94	94
> CC(=O)N1N=C(c2ccc3c(c2)OCO3)CC1c1c(C)nn(-c2ccccc2)c1N1CCOCC1 (stereo unspecified)
    101	80	83	108	94	86	87	73
> O=C1Nc2ccc(Cl)cc2/C1=N/c1nc(-c2ccc(F)cc2)cs1
    31	28	25	54	19	39	13	55
> O=[N+]([O-])c1cc(/C=N/Nc2nc(N/N=C/c3ccc(Cl)c([N+](=O)[O-])c3)nc(N3CCCCC3)n2)ccc1Cl
    48	69	48	101	66	54	0.9*	98
> c1cnc2cc3sc4ccccc4c3nc2c1
    92	91	91	100	97	99	75	102
> CCCCc1nc(Cl)c(C2CC(c3ccc(Cl)cc3)=NN2C(C)=O)[nH]1 (stereo unspecified)
    99	85	87	102	99	95	82	95
> O=C1Nc2ccccc2C12CCCc1ccccc12 (stereo unspecified)
    109	111	83	98	100	106	100	109
> CC(=O)N1N=C(c2cc3ccccc3oc2=O)CC1c1cn(-c2ccccc2)nc1-c1ccc(Br)cc1 (stereo unspecified)
    91	89	99	82	95	86	90	120
> N#C/C(=C/c1ccc2c(c1)OCO2)C(=O)c1ccccc1
    114	116	110	81	96	102	98	90
> Clc1cccc(Cl)c1Br
    106	106	96	112	110	137	93	100
> COc1ccc(-c2nn(-c3ccc(S(C)(=O)=O)cc3)cc2/C=N/O)cc1
    97	117	106	103	102	108	106	112
> COc1cc(-n2cc(-c3cc(O)c(C/C=C(\C)CCC=C(C)C)c(O)c3)nn2)cc2c1O[C@]1(C)CC[C@@H](O)C(C)(C)[C@H]1C2
    -31*	-15*	5.7*	-0.8*	-80*	20	7.2*	29
> COc1ccc(C(O)c2cc3c(N)c(C(=O)Nc4cccc(Cl)c4)sc3nc2C)cc1 (stereo unspecified)
    20	22	42	41	31	-8.1*	15	38
> O=C1NC(c2ccccc2)(c2ccccc2)C(=O)N1CCCN1C(=O)c2ccccc2C1=O
    90	.	80	103	81	87	102	79
> O=C1C(=O)c2ccccc2C(O)=C1C1CCC(c2ccc(Cl)cc2)CC1 (stereo unspecified)
    119	.	105	92	96	104	106	99
> O=C(COc1ccc(/C=C2\COc3ccccc3C2=O)cc1)c1ccc(Cl)cc1
    85	.	89	100	94	85	99	93
> C=CC1=C(C)/C(=C\c2[nH]c(Cc3[nH]c(/C=C4\NC(=O)C(C)=C4C=C)c(C)c3CCC(=O)O)c(CCC(=O)O)c2C)NC1=O
    92	114	81	99	92	53	90	98

Later entries:
Below each SMILES – MDA-MB-231	MDA-MB-468	T-47D	MALME-3M	LOX IMVI	HS 578T	MCF7	BT-549
> CN1CCN(c2ccc(Nc3ncnc4c3nnn4CCc3ccccc3)cc2)CC1
    104	97	.	94	100	86	100	.
> COc1ccccc1/C=C1/Sc2scc(CC(=O)Nc3ccccc3)[n+]2C1=O
    77	103	91	96	67	98	97	90
> CCOC(=O)c1c[nH]c2c(Cl)c3c(cc2c1=O)[N+](=O)N=N3
    130	.	97	89	94	107	92	80
> CSc1nc2ncnc(SC)c2[nH]1
    107	106	105	110	99	105	93	93
> C/C(=N\O)C(=O)NCCCCCC(=O)Nc1ccccc1
    100	114	87	99	90	114	95	89
> COc1cc2c(cc1OC)/C(=C\C#N)NCC2
    99	94	108	97	94	100	88	91
> Cc1cc(O)c(C2=NN(c3ccc(S(N)(=O)=O)cc3)C(c3ccccc3Cl)C2)cc1Cl (stereo unspecified)
    20	29	18	35	-84*	-4.5*	0.9*	104
> Cc1ccc(NC(=O)[C@@H]2CC[C@H](CN3CCN(C)CC3)C2)cc1Nc1nccc(-c2cccnc2)n1
    103	108	105	102	94	93	99	99
> COc1ccc(CN2C(=O)/C(=C\c3cc(OC)c(OC)c(OC)c3)c3cc(OC)ccc32)cc1
    11	14	-0.6*	36	-72*	9.6*	7.7*	27
> c1ccc(-c2cnc3sc(C(c4ccccc4)c4ccccc4)nn23)cc1
    90	122	100	91	91	109	94	101
> Cc1cccc(Nc2nnc(SCC(=O)N3CCC(C)CC3)s2)c1
    92	.	87	94	82	115	89	94
> Cn1cc(-c2csc(-c3cn(C(=O)OC(C)(C)C)c4ccccc34)n2)c2cccnc21
    65	-8.8*	43	.	.	73	54	60
> Cc1nc2scc(-c3ccccc3)n2c(=O)c1CCNc1ccc(S(=O)(=O)N=C(N)N)cc1
    80	98	90	120	93	104	93	113
> N/C(CC(=O)Nc1ccc(F)cc1)=N\O
    107	104	101	98	.	117	95	110
> Cc1cc(C)nc(NS(=O)(=O)c2ccc(Nc3nc(-c4ccc(O)cc4O)c4c(=O)[nH]c(SCc5ccccc5)nc4n3)cc2)n1
    120	.	103	116	105	126	111	71
> CN(C)c1ccc(-c2ccc(-c3ccc(C(=N)N)cc3)s2)cc1
    -30*	-70*	-51*	88	13	104	-55*	96
> COc1ccc(C(=O)CSc2nc(Nc3cccc(S(N)(=O)=O)c3)c3ccccc3n2)cc1
    101	103	101	99	.	105	93	112
> COc1ccc(-c2c[nH]c(C(=O)NCCO)c2-c2cc(OC)c(OC)c(OC)c2)cc1
    97	98	95	98	99	98	92	102
> O=C(Cn1cc(CN2C(=O)c3ccccc3S2(=O)=O)nn1)Nc1ccc(Br)cc1
    85	107	82	89	92	84	89	99
> CCOC(=O)c1c(N2CCCC2)[nH]c(=O)c(C=Nc2ccc(Cl)cc2)c1O
    101	109	72	109	48	99	104	112

Entries of single compounds from above:
`CN(C)c1ccc(-c2ccc(-c3ccc(C(=N)N)cc3)s2)cc1` is listed as MDA-MB-231: -30*; MDA-MB-468: -70*; T-47D: -51*; MALME-3M: 88; LOX IMVI: 13; HS 578T: 104; MCF7: -55*; BT-549: 96
`O=C(Cn1cc(CN2C(=O)c3ccccc3S2(=O)=O)nn1)Nc1ccc(Br)cc1` is listed as MDA-MB-231: 85; MDA-MB-468: 107; T-47D: 82; MALME-3M: 89; LOX IMVI: 92; HS 578T: 84; MCF7: 89; BT-549: 99
`Cc1cccc(Nc2nnc(SCC(=O)N3CCC(C)CC3)s2)c1` is listed as MDA-MB-231: 92; MDA-MB-468: .; T-47D: 87; MALME-3M: 94; LOX IMVI: 82; HS 578T: 115; MCF7: 89; BT-549: 94

The list continues.
Below each SMILES – MDA-MB-231	MDA-MB-468	T-47D	MALME-3M	LOX IMVI	HS 578T	MCF7	BT-549
> COc1cc2c(c(OC)c1O)C(=O)CO2
    107	.	100	104	103	104	102	.
> O=C(O)c1cc(Br)c(O)cc1O
    102	94	111	111	100	120	107	100
> C=CCSc1nnc(-c2ccc(-c3nc4ccc(C)cc4[nH]3)cc2)o1
    106	123	102	105	104	118	95	96
> CN(C)CC(=O)c1ccc2cc(Br)c3ccccc3c2c1
    76	72	37	106	44	55	64	60
> C/C(=N/N=C(N)N)c1ccc(Cl)cc1
    84	96	79	143	86	272	84	-0.7*
> Cc1cc(Cl)c(C)c(C)c1O
    110	115	97	104	106	.	102	106
> CC(=O)c1ccc2c(ccc3ccccc32)c1
    105	96	99	110	107	107	96	98
> COC(=O)C(CCC(=O)O)N1C(=O)c2ccccc2C1=O (stereo unspecified)
    108	116	100	109	99	107	98	114
> O=S(=O)(CBr)c1ccccc1
    111	96	95	116	96	.	107	96
> NC1=NC(c2ccc(Sc3ccc(Cl)cc3)cc2)n2c(nc3ccccc32)N1 (stereo unspecified)
    85	70	66	88	58	99	56	.
